# Screening data deposited in PubChem BioAssay by several laboratories.
# Hsp90 block – tumor Hsp90 inhibitors, primary screen, cell lysate, fluorescence polarization, NCI-N417 lysate; Heat shock protein HSP 90-alpha (Homo sapiens), P07900; Cy3B-geldanamycin FP displacement; inhibition, % at 30 µM; hit rate 0.35% among 64,000; AID 429, 2006;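 active = inhibition above 50%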;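 note: 0% = tracer plus lysate wells and 100% = tracer alone without lysate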
# C1s block – complement C1s protease inhibitors, primary screen, biochemical, 10-compound mixtures; Complement C1s subcomponent (Homo sapiens), P09871; purified C1s, fluorogenic AMC substrate, pooled mixtures; mean inhibition % of two 10-compound mixtures (hits give high values), % at 5 µM (by protocol); hit rate 0.16% among 62,000;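 active = inhibition above 20% in each of the two 10-compound mixture wells holding the compound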;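 note: 0% = enzyme wells lacking compound mixture and 100% = no-enzyme blank wells; some compounds called inactive have numbers as strong as hits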
# FXIIa inh mix – human factor XIIa inhibitors, primary screen, biochemical, pooled compound mixtures, fluorogenic substrate. Coagulation factor XII (Homo sapiens), P00748. purified FXIIa. inhibition, % at 5 µM. hit rate 0.2% among 62,000. AID 684, 2007;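 note: 0% = enzyme without compound and 100% = no enzyme blank; some results filed as inactive read as strong as hits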
# FXIa mix inh – FXIa protease inhibitors in compound pools, primary screen, biochemical, 10-compound mixtures; Coagulation factor XI (Homo sapiens), P03951; inhibition, % at 5 µM; hit rate 0.19% among 62,000; purified FXIa, fluorogenic substrate, pooled mixtures; AID 680, 2007;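 note: each value is inhibition by a whole ten-compound pool holding the compound; 0% = enzyme with no mixture and 100% = wells lacking enzyme; strong numbers were not always called active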
# 5HT1a ag – human 5-HT1a receptor agonists, primary screen, cell-based, CHO, Ga15 NFAT-bla reporter. hit rate 0.56% among 65,000. activation, % at 10 µM. CHO 5-HT1a Ga15 NFAT-bla reporter, FRET ratio; 0% basal, 100% maximal reference agonist. AID 567, 2006;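 active = activation above the screen-wide mean activation plus 3 SD, cut at about 19% in these data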;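 note: 0% = DMSO wells and 100% = 5-CT at EC100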
# Target sequence (P08908 whole entry, looked up): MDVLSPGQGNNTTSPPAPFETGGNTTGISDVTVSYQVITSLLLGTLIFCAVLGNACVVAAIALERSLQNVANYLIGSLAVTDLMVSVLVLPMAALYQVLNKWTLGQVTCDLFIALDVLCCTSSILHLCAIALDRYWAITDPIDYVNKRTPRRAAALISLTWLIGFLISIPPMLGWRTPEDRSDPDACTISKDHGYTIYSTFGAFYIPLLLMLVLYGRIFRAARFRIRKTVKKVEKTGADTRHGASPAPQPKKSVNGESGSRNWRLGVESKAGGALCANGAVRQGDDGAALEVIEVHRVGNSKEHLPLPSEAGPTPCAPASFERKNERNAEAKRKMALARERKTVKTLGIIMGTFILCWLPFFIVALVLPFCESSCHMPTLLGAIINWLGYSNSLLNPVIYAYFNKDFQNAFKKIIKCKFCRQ
# Cdc25B inh – inhibitors of Cdc25B phosphatase catalytic domain, primary screen, biochemical, OMFP fluorescence. M-phase inducer phosphatase 2 (Homo sapiens), P30305. hit rate 0.1% among 65,000. inhibition, %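 (compounds tested at 10 µM final in the well)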. recombinant Cdc25B, OMFP fluorescence Ex485/Em525; in the data active = inhibition above about 50%
# CatL inh – inhibitors of human cathepsin L, biochemical; Procathepsin L (Homo sapiens), P07711; AID 460, 2006; hit rate 0.17% among 58,000; inhibition, %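 (tested at 10 µM)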; purified cathepsin L, fluorogenic substrate, fluorescence; in the data active = inhibition above about 45%;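 note: 0% = enzyme with no compound and 100% = no enzyme blank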
# Cathepsin G inh – human cathepsin G inhibitors, primary screen, biochemical, pooled compound mixtures, AMC fluorescence; inhibition, % at 5 µM (by protocol); hit rate 0.2% among 62,000; P08311; purified enzyme, AMC-tetrapeptide fluorescence;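 active = inhibition above 20% in each of the two mixture wells holding the compound; inactive = inhibition of 20% or less in either well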;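 note: 0% = enzyme control without mixture and 100% = blank lacking enzyme; strong numbers were not always called active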
# Target sequence (P08311 21-244 limits assumed): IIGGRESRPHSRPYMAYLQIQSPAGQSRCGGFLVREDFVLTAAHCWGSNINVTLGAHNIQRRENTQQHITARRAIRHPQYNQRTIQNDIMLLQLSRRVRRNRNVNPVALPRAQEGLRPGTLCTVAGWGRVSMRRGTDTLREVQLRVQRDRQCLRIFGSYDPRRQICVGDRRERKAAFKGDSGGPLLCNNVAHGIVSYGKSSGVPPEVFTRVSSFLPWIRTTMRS
# DUSP1 inh – MKP-1 phosphatase inhibitors, primary screen, biochemical, in vitro; Dual specificity protein phosphatase 1 (Homo sapiens), P28562; recombinant MKP-1, OMFP hydrolysis fluorescence; inhibition, %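 (compounds tested at a single concentration somewhere between 10 and 100 µM)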; hit rate 0.15% among 65,000; AID 374, 2006;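 active = inhibition above about 50%, limit read from the data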;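 note: 0% = DMSO max control wells and 100% = wells with enzyme stopped by NaOH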
# Target sequence (P28562 whole entry, looked up): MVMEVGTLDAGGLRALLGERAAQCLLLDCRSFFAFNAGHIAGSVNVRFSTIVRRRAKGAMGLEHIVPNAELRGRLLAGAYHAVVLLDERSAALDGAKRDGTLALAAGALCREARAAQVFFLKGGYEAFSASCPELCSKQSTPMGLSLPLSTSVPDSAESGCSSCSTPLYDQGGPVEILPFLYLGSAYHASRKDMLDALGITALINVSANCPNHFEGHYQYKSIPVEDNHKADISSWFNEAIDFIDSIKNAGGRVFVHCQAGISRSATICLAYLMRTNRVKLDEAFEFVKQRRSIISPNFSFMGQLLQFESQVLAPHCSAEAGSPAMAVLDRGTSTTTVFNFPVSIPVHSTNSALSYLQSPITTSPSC
# The depositor's hits bear a star; x = not tested or not shown. Cut-off read from the data, not from the text of the source, unless noted: active = inhibition above about 20% (passing the limit was not always enough); inactive = the rest.
SMILES,Hsp90 block,C1s block,FXIIa inh mix,FXIa mix inh,5HT1a ag,Cdc25B inh,CatL inh,Cathepsin G inh,DUSP1 inh
COCCSc1nnc(NC(=O)COC)s1,-2,-36,1,10,-1.1,-7,2,-1,-39
Cc1cc(C)nc(SCC(=O)c2cc3ccccc3oc2=O)n1,2,3,-1,8,-1.2,-32,6,4,0
Cc1cc(S(=O)(=O)N2CCOCC2)ccc1F,-3,-31,3,-2,-0.6,-16,7,-11,-5
O=C(O)C1CC=C(Cl)CC1C(=O)NCC1OCCc2ccccc21 (configuration not stated),-3,-1,1,7,-2.6,8,-2,-1,-9
COCCn1c(Sc2ccccc2)nc2c1c(=O)[nH]c(=O)n2C,-4,-1,0,9,0.8,-5,1,2,-8
CCOC(=O)c1oc2ccccc2c1CN1CCN(C(=O)c2ccccc2)CC1,-2,-3,-4,4,-2.4,-9,x,-2,-1
CC(=O)c1c(C)[nH]c(C(=O)CSc2nnc(CN3CCCCCC3=O)n2-c2ccccn2)c1C,-4,-29,-13,-15,-1.7,-11,11,-5,18
CC1CCc2c(sc3c2C2=NS(=O)(=O)CCN2C=N3)C1 (configuration not stated),-1,-72,6,-9,0.2,3,0,-6,4
COc1ccc(OC)c(C2CC(=O)N3CN(c4ccccc4F)CSC3=C2C#N)c1 (configuration not stated),2,2,-14,3,0.4,-14,3,-1,9
CCOC(=O)C1=C(C)NC(C)=C(C(=O)OCC)C1C(=O)O,2,0,1,7,-0.8,-2,-3,2,1
O=C(Nc1ccccc1F)C1CCCN(S(=O)(=O)c2cccc3cccnc23)C1 (configuration not stated),0,11,-3,2,0.3,-2,x,10,7
COc1ccc(S(=O)(=O)NCCSc2ccc(C)cc2)cc1OC,-1,6,-15,8,-2.2,-15,6,8,5
CCN(c1ccccc1)S(=O)(=O)c1ccc(F)c(C(=O)O)c1,-4,14,-3,9,-3.1,0,11,9,28
O=C(COC(=O)C1CCC1)Nc1ccc(OC(F)F)cc1,-2,x,x,x,0.4,-4,x,x,5
CCC(C)C(NC(=O)c1ccccc1NC(=O)c1ccc(OC)cc1)C(=O)NCc1ccco1 (configuration not stated),0,1,4,9,-3.4,4,-2,7,27
COc1ccc(C2CC(=O)c3c(C)nc(N4CCN(Cc5ccccc5)CC4)nc3C2)cc1OC (configuration not stated),-3,16,7,4,3.6,-23,15,9,-13
COc1ccc(N/C=C(\C#N)c2nc3ccccc3n2C)c(OC)c1,1,x,x,x,0.5,16,x,x,-23
CCn1nc(C)c(/C=C2\CCCC3=C2OC(N)=C(C#N)C3c2c(C)nn(CC)c2C)c1C (configuration not stated),-4,-2,11,8,-1.7,-1,-5,-3,34
COCCSc1nc2sc3c(c2c(=O)n1-c1ccccc1)CCN(C)C3,x,1,-1,4,0.8,x,x,11,x
C=C(C)Cn1c(-c2ccccc2)nc2ccccc21,-2,10,-17,5,-1.5,-16,-2,11,2
c1ccc(-c2cc(-c3nnc4sc(-c5ccccn5)nn34)[nH]n2)cc1,-10,-1,7,0,-3.5,4,x,7,2
O=C(NCc1ccccc1)c1cc(-c2cccs2)on1,-1,-10,10,26,-0.7,-3,2,39,4
COc1ccccc1N1CCN(C(=O)CSc2nc(C)c(Cc3ccccc3)c(=O)[nH]2)CC1,-4,9,-10,0,2.2,8,21,9,7
Cc1nc2ccccn2c1-c1nnco1,3,-9,-20,3,-0.4,5,-2,-8,-12
CC1(C)C(=O)C2(C(=O)NCc3ccccc3)CCC1C2 (configuration not stated),-3,0,3,11,0.0,3,-2,2,1
SMILES,Hsp90 block,C1s block,FXIIa inh mix,FXIa mix inh,5HT1a ag,Cdc25B inh,CatL inh,Cathepsin G inh,DUSP1 inh
N=c1nc(N)nc2n1NC(c1ccc(F)cc1)=CS2,1,-6,-19,-1,0.1,5,-9,9,3
CCOC(=O)c1cc2n(n1)C(C(F)(F)C(F)(F)F)CC(C)N2 (configuration not stated),-12,9,-21,2,0.7,-6,-4,5,12
CN1CCN(CP(=O)(N2CCOCC2)N2CCOCC2)CC1,-1,-8,-4,3,-1.6,7,8,-7,0
O=C(NCc1ccc2c(c1)OCO2)C1CCN(c2ncccn2)CC1,-1,21,5,6,-1.7,0,-5,12,-25
O=C(NCC(=O)N(CC1CCCO1)C(C(=O)NC1CCCC1)c1ccc(F)cc1)c1ccco1 (configuration not stated),4,-27,3,-7,1.2,2,18,-14,-28
CCCCCSc1nc2c(c(=O)[nH]c(=O)n2C)n1CC,-4,3,10,11,-2.7,-31,-1,6,2
N#Cc1c(Nc2ccccc2)c(C=NCCN2CCOCC2)c[nH]c1=O,-7,-40,5,4,-1.5,9,9,-11,-9
COC(=O)C1=C(C)NC(C)=C(C(=O)OC)C1c1cn(-c2ccccc2)nc1-c1ccco1,x,-21,7,6,x,4,x,-7,21
CCCCCc1c(C)nc(N2CCOCC2)[nH]c1=O,-2,10,2,7,-2.0,4,0,8,7
Cc1cccc2cc(COC(=O)c3ccccc3)c(=O)[nH]c12,-5,-5,6,21,-0.9,8,6,-1,-8
CC(Sc1nc2ccccc2c(=O)n1Cc1ccco1)C(=O)c1ccccc1 (configuration not stated),-3,4,10,1,-1.0,-7,21,6,1
O=C(CCCSc1nc2ccccc2[nH]1)NC1=NCCS1,x,-4,5,5,-3.4,-9,7,-3,4
CCn1c(CNc2ccc(C)cc2C)nnc1SCC(=O)N1CCCc2ccccc21,-4,15,-17,5,2.3,-16,11,10,23
CCn1nc(NC(=O)c2ccccn2)c2cc3cc(C)ccc3nc21,-2,-21,-1,-4,11,-5,6,4,-6
CCOc1ccccc1N1CCN(C(=O)c2cc3c(s2)CCC3)CC1,x,13,12,1,0.4,-13,x,9,-7
O=C(OCCN1C(=O)c2ccccc2C1=O)c1cc(=O)[nH]c2ccccc12,-6,-3,5,0,-2.7,-1,10,-2,18
COc1cc(NS(=O)(=O)c2ccc(Br)s2)cc(OC)c1,-7,-8,9,-3,-2.1,-2,-1,-2,-2
CCCc1[nH]nc2c1C1(CCN(C(=O)OCc3ccccc3)CC1)C(C#N)=C(N)O2,-3,-28,2,-9,1.2,-2,8,3,-1
COc1ccc(Cc2nnc(NC(=O)c3ccco3)s2)cc1OC,-3,15,-16,1,0.0,-8,17,10,1
CCC1CCCCN1C(=O)c1cc(-c2ccc(Cl)c(Cl)c2)on1 (configuration not stated),-2,-21,5,-7,2.0,-14,7,-2,27
Cc1nnc(SCC(=O)Nc2cccc(C(F)(F)F)c2)[nH]c1=O,-4,13,-14,4,-0.2,2,24,14,-9
Cc1ccc2[nH]c(=O)c(COC(=O)C3CCCO3)cc2c1 (configuration not stated),-2,10,0,1,-2.7,-8,-8,11,23
COc1cc(C)nc(Oc2ccc(OCc3ccccc3)nn2)n1,x,-13,13,-1,x,-15,-9,-4,4
COC(=O)C1=C(C)N2C(=O)CSC2=NC1c1ccc2c(c1)OCO2 (configuration not stated),-3,17,-16,-2,-2.4,-2,x,9,-4
COc1cccc(-c2nc(NCC3CCCO3)c3ccccc3n2)c1O (configuration not stated),2,x,x,x,1.2,-18,5,x,-1

# Already shown: four of the compounds above.
SMILES,Hsp90 block,C1s block,FXIIa inh mix,FXIa mix inh,5HT1a ag,Cdc25B inh,CatL inh,Cathepsin G inh,DUSP1 inh
COc1ccc(Cc2nnc(NC(=O)c3ccco3)s2)cc1OC,-3,15,-16,1,0.0,-8,17,10,1
CCC1CCCCN1C(=O)c1cc(-c2ccc(Cl)c(Cl)c2)on1 (configuration not stated),-2,-21,5,-7,2.0,-14,7,-2,27
Cc1nnc(SCC(=O)Nc2cccc(C(F)(F)F)c2)[nH]c1=O,-4,13,-14,4,-0.2,2,24,14,-9
Cc1ccc2[nH]c(=O)c(COC(=O)C3CCCO3)cc2c1 (configuration not stated),-2,10,0,1,-2.7,-8,-8,11,23

# The results go on:
SMILES,Hsp90 block,C1s block,FXIIa inh mix,FXIa mix inh,5HT1a ag,Cdc25B inh,CatL inh,Cathepsin G inh,DUSP1 inh
CC(=O)CC1(O)C(=O)N(CN2CCN(c3ccccc3)CC2)c2ccccc21 (configuration not stated),-2,-5,-7,3,-0.3,5,1,11,14
CCN(CC)C(=O)CSc1nnc(-c2cc(OC)cc(OC)c2)o1,-4,-51,3,-6,2.9,-4,9,7,-10
CCCCN(C)CCCNC(=O)c1ccc(N2CCCC2=O)cc1,3,8,9,6,-1.1,14,-2,11,10
COc1ccccc1NC(=O)CSc1nc2nc(C)cc(C)c2c(=O)[nH]1,-3,1,-5,2,-1.1,-6,2,9,7
Cc1cc(OCC(O)CN2CCN(CCO)CC2)ccc1C(C)C (configuration not stated),0,1,0,9,-1.4,14,-2,1,-22
COc1ccccc1C(=O)Nc1cc(Cl)ccc1O,5,x,x,x,-2.6,-37,4,x,-6
COC(=O)CSc1nnc([C@H](CC(C)C)NC(=O)OC(C)(C)C)o1,1,2,15,0,0.3,1,2,9,-13
COc1ccc(CCn2c(C)cc(C(=O)CSc3nnnn3-c3ccccc3)c2C)cc1OC,-22,-46,-13,1,8.5,-4,11,2,0
COCCNC(=O)C1CC(=O)N(C2CCCC2)C1 (configuration not stated),-1,36,4,43,-0.3,-6,-3,14,3
Cc1cc(C)cc(CSc2nnc(C)c(=O)[nH]2)c1,-9,-4,-4,7,0.1,3,10,1,4
COc1ccc(N/C(C)=C2/C(=O)C(=O)N(CCO)C2c2ccc(Br)cc2)cc1 (configuration not stated),0,8,2,1,-1.1,3,5,10,-21
Cc1noc(C)c1COC(=O)c1ccc(-c2nc3ccccc3s2)s1,-5,-11,12,1,-7.3,-7,-14,6,2
COc1ccc(-c2nnc(SCCOc3cccc(C)c3)n2N)cc1,1,-14,1,-4,1.6,-15,-3,-3,5
Cc1nnc(Nc2ccc3c(c2)OCO3)c2ccccc12,-1,14,-5,17,0.9,-6,23,8,7
COC(=O)c1ccccc1NC(=O)CN1C(=O)CSC1=O,-2,-13,0,6,-2.8,-8,-4,-10,22
c1ccc(-c2cn3c4c(sc3n2)CCCC4)cc1,0,-11,31,0,0.4,-14,9,-1,-4
CCc1ccc2c(CN3CCc4ccccc43)cc(=O)oc2c1,x,11,2,6,-2.4,-3,-10,7,0
CCN(CC)CCCNC(=O)c1c(O)c2c([nH]c1=O)CCCC2,-1,-22,1,-2,-0.3,-4,10,14,1
COc1ccc(NC(=O)c2ccc3c(c2)C(=O)N(Cc2cccnc2)C3=O)c(OC)c1,1,-99,-16,-6,1.9,-7,x,-7,18
CCCCn1c(SCC(=O)c2cc(OC)ccc2OC)nc2cc(S(N)(=O)=O)ccc21,x,-59,6,6,1.4,-1,x,-3,12
CCOc1ccc(-c2nnc(-c3snc(-c4ccc(F)cc4)c3N=CN(C)C)o2)cc1,0,-23,9,-1,0.7,-4,-32,-10,-7
N#CC12CCCCC1CC1CCCCC1(C#N)N2Cc1cccnc1 (configuration not stated),5,x,x,x,-0.6,-18,8,x,-2
O=C(O)c1ccc(S(=O)(=O)NC2CCCCC2)cc1,-3,-11,34,4,-5.2,2,14,-6,11
COc1cc(-c2nnc3sc(C4CCCCC4)nn23)cc(OC)c1OC,-5,x,x,x,-0.5,-3,x,x,12
CNCc1cc2ccc(C)cc2[nH]c1=O,-7,7,-18,5,0.0,4,-2,11,-13
c1cc(C(c2nnnn2C2CCCCC2)N2CCN3CCCC3C2)ccn1 (configuration not stated),-4,-10,8,-2,0.8,-1,8,6,2
O=C(CCNS(=O)(=O)c1cccs1)Nc1ccccc1F,0,-22,8,-2,3.3,-17,-2,2,0

# The order is random; 1.6% or so of the library scored in one or more.
